Bioassay records deposited in PubChem BioAssay by several laboratories.
PMI activator: increases human mannose-6-phosphate isomerase activity; activation factor at 20 µM; purified human PMI, coupled resazurin fluorescence, 20 min; stronger effect = higher value; 1 = vehicle control, 0 substrate-free wells; P34949; 190,000 tested, 0.005% active; AID 1214;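 active means activation factor of 2 or more at 20 µM, relative to plate controls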
Target sequence (P34949 whole entry, looked up): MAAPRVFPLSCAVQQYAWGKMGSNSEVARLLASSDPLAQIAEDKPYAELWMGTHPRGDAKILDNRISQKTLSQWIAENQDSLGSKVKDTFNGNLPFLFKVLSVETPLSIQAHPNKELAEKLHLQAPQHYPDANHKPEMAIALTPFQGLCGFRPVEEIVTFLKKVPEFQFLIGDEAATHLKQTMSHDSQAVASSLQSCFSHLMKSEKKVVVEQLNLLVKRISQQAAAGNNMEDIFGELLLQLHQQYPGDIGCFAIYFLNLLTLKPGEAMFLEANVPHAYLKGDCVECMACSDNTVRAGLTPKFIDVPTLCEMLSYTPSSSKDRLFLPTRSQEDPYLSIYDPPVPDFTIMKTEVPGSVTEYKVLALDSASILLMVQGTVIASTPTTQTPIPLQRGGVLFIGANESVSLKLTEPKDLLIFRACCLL
TR-FRET SRC-2 ct: flags TR-FRET format artefacts in PPARgamma SRC-2 recruitment agonist screen; TR-FRET artefact counter-screen; stronger effect = higher value; TR-FRET ratio at 8 µM; 200,000 tested, 0.4% active; in the data active means TR-FRET ratio above about 2000; further: inactives centre near 1500
S1P3 antagonist: S1P3 (human) receptor antagonism | Q99500 | CHO S1P3 NFAT-BLA reporter, FRET fluorescence, antagonist mode | inhibition, % at 4.98 µM | 170,000 tested, 0.27% active | AID 485;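 active means inhibition above the plate cutoff, the mean inhibition of test wells on that plate plus 3 SD, cut at about 28% in these data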;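 further: cells challenged with S1P at its EC80 of 0.8 µM; blue over green emission ratio from cleaved BLA substrate after 4 h stimulation; 0% = S1P-stimulated wells and 100% = unstimulated DMSO-only wells; some compounds past the cut are filed as inactive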
Diaphorase act: diaphorase activation or chemical reduction counter-screen; Diaphorase/resazurin coupled assay, resorufin fluorescence, 16 min; stronger effect = higher value; 1 = vehicle wells, 0 = NADH-free wells; activation factor at 20 µM; 190,000 tested, 0.005% active;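 active means diaphorase activity raised at least twofold by the compound at 20 µM; inactive means activation factor below 2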
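Measured by – red resorufin fluorescence at 544/590 nm excitation/emission · Test system – Clostridium kluyveri diaphorase, purified enzyme · Incubation – reaction time 16 min, room temperature · Buffer or medium – 50 mM HEPES pH 7.4 with 4.542 mM MgCl2, 0.005% Tween 20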
PMI act hi M6P: activators of human phosphomannose isomerase at near-saturating mannose 6-phosphate | AID 1216 | P34949 | 190,000 tested, 0.34% active | activation factor at 20 µM | coupled PMI enzyme assay, resazurin fluorescence, 20 min; stronger effect = higher value; 1 = untreated enzyme, 0 = substrate-free blank;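 active means activation factor of 2 or more at 20 µM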
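Test system: human PMI in coupled enzyme assay; Input: PMI at 15 ng/mL final; Medium: HEPES buffer, pH 7.4; Schedule: 20 min incubation at room temperature; Technique: resorufin fluorescence at Ex 544/Em 590 nm; Compound: 20 µM single dose; Probe or stimulus: Near-saturating mannose-6-phosphate, 1.0 mM.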
G6PDH CS: counter-screen for G6PDH assay hits: L. mesenteroides G6PDH inhibition. Purified L. mesenteroides G6PDH, diaphorase/resazurin coupled fluorescence, 45 min. inhibition, % at 5 µM. 200,000 tested, 0.12% active; in the data active means inhibition above about 50%
PPARg SRC-3 ag: agonists of human PPARgamma SRC-3 coactivator recruitment. 200,000 tested, 0.26% active. activation, % at 8 µM. AID 731. P37231. biochemical PPARgamma/SRC-3 coactivator recruitment assay; in the data active means activation above about 23%;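 further: 0% = DMSO and 100% = reference agonist; some compounds past the cut are filed as inactive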
Target sequence (P37231 whole entry, looked up): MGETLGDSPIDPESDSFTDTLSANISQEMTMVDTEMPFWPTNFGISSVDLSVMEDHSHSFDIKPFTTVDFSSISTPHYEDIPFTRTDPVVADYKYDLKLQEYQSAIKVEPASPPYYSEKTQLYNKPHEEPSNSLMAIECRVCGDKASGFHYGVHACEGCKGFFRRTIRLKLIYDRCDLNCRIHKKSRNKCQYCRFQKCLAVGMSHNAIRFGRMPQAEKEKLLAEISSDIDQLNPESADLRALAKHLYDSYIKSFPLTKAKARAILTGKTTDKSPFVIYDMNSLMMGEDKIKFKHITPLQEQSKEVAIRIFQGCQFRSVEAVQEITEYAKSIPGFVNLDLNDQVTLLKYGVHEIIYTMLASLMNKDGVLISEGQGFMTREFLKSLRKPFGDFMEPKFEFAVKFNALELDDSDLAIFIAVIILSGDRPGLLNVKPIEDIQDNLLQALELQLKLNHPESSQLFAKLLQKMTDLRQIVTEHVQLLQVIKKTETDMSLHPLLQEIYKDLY
PPARg SRC-1 ag: PPARgamma-driven SRC-1 recruitment agonism | activation, % at 8 µM | P37231 | 200,000 tested, 0.41% active | AID 631 | PPARgamma-SRC-1 coactivator recruitment biochemical assay; in the data active means activation above about 19%;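 further: 0% = DMSO and 100% = reference agonist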
PPARg SRC2 recr: promotes SRC-2 coactivator recruitment by human PPARgamma; P37231; PPARgamma LBD-SRC-2 recruitment, biochemical; activation, % at 8 µM; 200,000 tested, 0.34% active; AID 1032; in the data active means activation above about 22%;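 further: 0% = vehicle and 100% = reference agonist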
ROMK primary: human ROMK K+ channel modulation, primary screen. AID 1918. Tet-inducible ROMK, thallium flux fluorescence; actives lie on both sides. B-score at 10 µM. 130,000 tested, 2% active;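 active means signal ratio slope over the read window, or its plate-corrected B-score, at least 3 SD from the plate mean, either direction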;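 further: B-score of the F/F0 ratio slope over 7 to 12 s after thallium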
Diaph inh CS: counter-screen for diaphorase-based assays: diaphorase inhibitors and chemical oxidizers | diaphorase resazurin-to-resorufin fluorescence, NADH, 16 min; bacterial (C. kluyveri) enzyme, not human | inhibition, % at 20 µM | 190,000 tested, 0.69% active | AID 1217;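 active means primary screen inhibition at 20 µM above a set limit, cut at about 50% in these data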;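 further: plate controls were DMSO with full reaction for no effect and wells lacking NADH for full effect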
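controls = No-NADH positive control and DMSO neutral control | system = Clostridium kluyveri diaphorase enzyme | timing = reaction incubation of 16 min at room temperature | signal = resorufin fluorescence 544/590 nm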
* hit, by the source's call; . = no result given.

Preview (15 entries):
cpd	Compound	PPARg SRC-3 ag	PMI act hi M6P	ROMK primary	TR-FRET SRC-2 ct	S1P3 antagonist	PPARg SRC-1 ag	PMI activator	Diaph inh CS	Diaphorase act	PPARg SRC2 recr	G6PDH CS
1	COc1cc2c(C(=O)NCCCN3CC(C)CC(C)C3)cn(CC(C)C)c(=O)c2cc1OC (stereo not given)	-1	0.9	.	1430	.	4	0.9	15	0.9	-3	-1
2	CCN(CC)CCNC(=O)Cn1nc(-c2ccccc2)c2ccccc2c1=O	2	1	-0.74	1492	-21	-1	1	8	0.9	0	0
3	O=C(CNS(=O)(=O)c1ccc(F)cc1)Nc1ccc(C(F)(F)F)cc1	11	0.9	-1.2	1635	.	2	1	21	0.8	8	0
4	CC(C)NS(=O)(=O)c1ccc(CCC(=O)N2CCCCC2)cc1	1	1.1	-0.47	1504	-7	-9	1.1	3	1	-7	14
5	CCOc1nc(S(=O)(=O)c2ccc(C)cc2)c(Cl)s1	0	1	.	1351	20	-1	1	14	0.9	-4	11
6	[O-][n+]1onc2c1CCc1c-2nn(-c2ccccc2Cl)[n+]1[O-]	-1	1.1	0.43	1526	28	10	1.2	-18	1.2	5	8
7	CCOC(=O)Nc1sc2c(c1C#N)CCC(C)C2 (stereo not given)	-1	1	1.5	1540	-17	-7	1	4	1	12	6
8	CC(=O)Nc1ccc(C(=O)NNC(=O)CCc2ccccc2)cc1	10	1.1	.	1467	.	10	1	11	0.9	10	3
9	COc1cc(S(=O)(=O)NC2CCCCC2)ccc1Cl	4	1	.	1542	11	10	1	17	0.8	4	-6
10	CC1(C)CC(=O)C(C=NCCN2CCN(CC(=O)Nc3ccccc3)CC2)=C(O)C1	0	1.1	-0.22	1549	2	-8	0.9	9	0.9	-12	6
11	COC(=O)c1c(NC(=O)C2(C)Cc3ccccc3C(=O)O2)sc2c1CCCC2 (stereo not given)	-7	1	0.078	1496	.	-8	0.9	17	0.8	9	-1
12	CC(=O)N1CCCc2cc(S(=O)(=O)NC(C(=O)NCc3ccc(C)cc3)C(C)C)ccc21 (stereo not given)	8	1	.	1439	-32	-2	1	13	0.9	2	6
13	CCOC(=O)c1cc2c(=O)n3ccccc3nc2n(C(C)C)c1=NC(=O)c1ccco1	3	0.9	0.54	1476	-13	9	1	8	0.9	-2	2
14	CCN1C=CC2=C(C#N)C(N)C(C#N)(C#N)C(c3ccccc3C(F)(F)F)C2C1 (stereo not given)	6	0.9	-1.5	1387	.	-10	1	4	1	-2	15
15	Cc1cccc(NC(=O)CCN2CCOCC2)c1	-1	0.9	.	1433	9	12	1	16	0.8	-6	-5

All compounds of this part, repeating the preview:
cpd	Compound	PPARg SRC-3 ag	PMI act hi M6P	ROMK primary	TR-FRET SRC-2 ct	S1P3 antagonist	PPARg SRC-1 ag	PMI activator	Diaph inh CS	Diaphorase act	PPARg SRC2 recr	G6PDH CS
1	COc1cc2c(C(=O)NCCCN3CC(C)CC(C)C3)cn(CC(C)C)c(=O)c2cc1OC (stereo not given)	-1	0.9	.	1430	.	4	0.9	15	0.9	-3	-1
2	CCN(CC)CCNC(=O)Cn1nc(-c2ccccc2)c2ccccc2c1=O	2	1	-0.74	1492	-21	-1	1	8	0.9	0	0
3	O=C(CNS(=O)(=O)c1ccc(F)cc1)Nc1ccc(C(F)(F)F)cc1	11	0.9	-1.2	1635	.	2	1	21	0.8	8	0
4	CC(C)NS(=O)(=O)c1ccc(CCC(=O)N2CCCCC2)cc1	1	1.1	-0.47	1504	-7	-9	1.1	3	1	-7	14
5	CCOc1nc(S(=O)(=O)c2ccc(C)cc2)c(Cl)s1	0	1	.	1351	20	-1	1	14	0.9	-4	11
6	[O-][n+]1onc2c1CCc1c-2nn(-c2ccccc2Cl)[n+]1[O-]	-1	1.1	0.43	1526	28	10	1.2	-18	1.2	5	8
7	CCOC(=O)Nc1sc2c(c1C#N)CCC(C)C2 (stereo not given)	-1	1	1.5	1540	-17	-7	1	4	1	12	6
8	CC(=O)Nc1ccc(C(=O)NNC(=O)CCc2ccccc2)cc1	10	1.1	.	1467	.	10	1	11	0.9	10	3
9	COc1cc(S(=O)(=O)NC2CCCCC2)ccc1Cl	4	1	.	1542	11	10	1	17	0.8	4	-6
10	CC1(C)CC(=O)C(C=NCCN2CCN(CC(=O)Nc3ccccc3)CC2)=C(O)C1	0	1.1	-0.22	1549	2	-8	0.9	9	0.9	-12	6
11	COC(=O)c1c(NC(=O)C2(C)Cc3ccccc3C(=O)O2)sc2c1CCCC2 (stereo not given)	-7	1	0.078	1496	.	-8	0.9	17	0.8	9	-1
12	CC(=O)N1CCCc2cc(S(=O)(=O)NC(C(=O)NCc3ccc(C)cc3)C(C)C)ccc21 (stereo not given)	8	1	.	1439	-32	-2	1	13	0.9	2	6
13	CCOC(=O)c1cc2c(=O)n3ccccc3nc2n(C(C)C)c1=NC(=O)c1ccco1	3	0.9	0.54	1476	-13	9	1	8	0.9	-2	2
14	CCN1C=CC2=C(C#N)C(N)C(C#N)(C#N)C(c3ccccc3C(F)(F)F)C2C1 (stereo not given)	6	0.9	-1.5	1387	.	-10	1	4	1	-2	15
15	Cc1cccc(NC(=O)CCN2CCOCC2)c1	-1	0.9	.	1433	9	12	1	16	0.8	-6	-5
16	CCN=c1sc(C(=O)Nc2ccccc2)c(C)n1CC	-3	1	-0.24	1442	-12	2	1	12	0.9	-8	3
17	Cn1c(=O)c2c(ncn2CC(=O)OCC(=O)NC(c2ccccc2)c2ccccc2)n(C)c1=O	0	1	0.59	1476	-10	3	0.9	9	0.9	3	-8
18	CC(=O)Nc1nc(CCC(C)C)cc2c1c(=O)oc1ccccc12	-12	1.1	.	1500	-19	-5	1	-11	1.1	3	-6
19	CCCCC(=O)N/N=C(/C)C1=C(C)C(C)(C)OC1=O	1	1	-2.1	1581	-6	-3	1	6	0.9	-4	-8
20	CCc1c(C)nc2ncnn2c1N1CCCC(C(=O)Nc2cc(F)ccc2C)C1 (stereo not given)	5	1.1	-0.94	1576	.	2	1.1	-1	1	7	11
21	CC(=O)c1ccc(S(=O)(=O)N2CCN(C)CC2)cc1	3	1.1	0.97	1618	-11	-4	1	4	1	5	2
22	O=C(Nc1cccc2cccnc12)c1ccc(Br)o1	4	0.8	.	1570	-7	4	0.8	24	0.8	7	-33
23	Cc1ccc(CCC2C3=C(CCCC3=O)OC3=C2C(=O)CCC3)cc1	-7	1	-0.45	1569	.	1	1	19	0.8	4	1
24	CCn1c(COc2cccc3ccccc23)nnc1SCC(N)=O	-6	0.9	.	1572	18	0	0.9	9	0.9	2	-14
25	CC(=O)NC(Cc1c[nH]c2ccccc12)C(=O)OCC(=O)Nc1cc(C)on1 (stereo not given)	-6	1	.	1534	45	-5	1	3	1	4	-10
26	COC(=O)c1c(C)nc(C)c(C(=O)OC)c1-c1cccs1	-1	1.1	-0.36	1647	2	3	1.1	-14	1.1	1	12
27	O=c1c(C=NCCCO)c(-c2ccccc2)[nH]n1-c1nc2ccccc2s1	2	1	-0.26	1266	-14	-2	1	16	0.8	-1	11
28	CCc1ccc(OCCCC(=O)Nc2ccc(N3CCOCC3)cc2)cc1	5	1.1	0.13	1379	9	-1	1.1	-16	1.2	3	6
29	Clc1ccc(Cl)c(-c2ccc(/C=N/c3ncn[nH]3)o2)c1	58*	1	-2.1	2699*	.	49*	1	21	0.8	54*	1
30	CC(C)CN(C(=O)COC(=O)Cn1cnc2ccccc2c1=O)C1CCS(=O)(=O)C1 (stereo not given)	1	1.1	.	1566	-37	3	1.1	-6	1.1	5	1
31	Cc1ccc(NC(=O)C2CCN(c3nc(C)cc(C)n3)CC2)cc1	-1	1.1	1.2	1372	-7	-4	1.3	3	1	-8	19
32	Cc1cc(C)c2c(n1)sc1c(=O)n(-c3ccccc3)c(=O)[nH]c12	5	1	-0.38	1576	-8	8	1	59*	0.4	9	6
33	CC1=C(C(N)=O)C(c2ccco2)C(C(N)=O)=C(C)N1	6	1	.	1666	-23	-3	1.1	1	1	12	-2
34	N#Cc1nc(COc2ccc(Cl)cc2)oc1NCc1ccc2c(c1)OCO2	-10	0.9	0.35	1508	.	-3	0.9	12	0.9	0	8
35	Cc1cc(=O)oc(C)c1C(=O)NC1CCCCCCC1	-1	1	-0.14	1482	-9	-6	1.1	0	1	-4	7
36	Cc1ccc2oc(=O)c3cnn(CC(=O)N4CCN(c5ccccc5)CC4)c3c2c1	-3	1	.	1686	.	4	0.9	15	0.8	-2	-6
37	CC(=O)c1sc(NC(=O)c2cccnc2Cl)nc1C	-1	1	.	1711	-6	-3	1	2	1	2	6
38	CCCC(=O)c1cc(F)c(N2CCOCC2)cc1C	4	0.9	.	1621	-20	-5	1	5	0.9	0	4
39	Cc1ccc(CNc2nc(N)c([N+](=O)[O-])c(Nc3ccc(F)cc3)n2)cc1	5	0.9	.	1797	.	8	1	9	0.9	-2	1
40	CCN1CCC(C(N)=O)CC1	2	1	-0.63	1576	.	6	1	0	1	14	26
41	COc1ccc(CCNC(=O)COC(=O)/C=C/c2ccc(OC)c(OC)c2)cc1	-2	1	.	1643	3	6	0.9	12	0.9	1	-2
